Screens: PubChem, National Center for Advancing Translational Sciences (NCATS)
Tau fluor counter: counter-screen for tau fibril formation inhibitors; Potency, µM (highest dose often 57.7 µM), for the others: top-dose activity change, negative = decrease; tau K18 P301L (four-repeat tau fragment) Alexa594 fluorescence, heparin fibrillization; 0.93% of 280,000 active; AID 1463; note: potency is the fitted concentration of half-maximal effect; % is set by controls: 0 for no effect and ±100 for the full control effect; nearly all actives have a fitted effect of over 55% in size
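Human K18 P301L tau (15 uM unlabeled plus 0.24 uM Alexa 594-labeled, final) in 100 mM sodium acetate pH 7 was mixed with compound and 20 uM heparin and incubated 6 hr at 37 C.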
TR SRC2 fluor cs: Texas Red fluorescence interference in TRb-SRC2 counter-screen; TRb/SRC2 Texas Red total fluorescence interference; Potency, µM (top dose mostly 106 µM), without a hit: top-dose fluorescence change, negative = quenching; 0.29% of 280,000 active; AID 1479; active = well fitted curve in either direction with a large enough effect; inconclusive = small, poorly fitted or top-dose-only effect; note: potency is the fitted concentration of half-maximal effect; % is set by controls: 0 for no effect and ±100 for the full control effect
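Human TRβ ligand-binding domain (0.6 uM) and Texas Red SRC2 peptide (20 nM) in Tris buffer with 1 uM T3 and 5% DMSO were incubated with pinned compound for 5 hr at ambient temperature. Total fluorescence was computed as S + 2P (555/632 nm).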
CBFb RUNX1 block: blocks binding between human CBF-beta and RUNX1 | Q01196+Q13951 | AlphaScreen CBFb-His/RUNX1-biotin binding, biochemical | Potency, µM (doses to about 59.8 µM), for inactives: top-dose activity, negative = inhibition, actives largely listed as inhibitors | 230,000 tested, under 10 active; note: % of control where 0% means no effect
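Read-out: AlphaScreen. Format: His-CBF-beta with biotinylated RUNX1 (30 nM each) preincubated 20 min, compound 15 min, Ni-chelate plus streptavidin beads 90 min; room temperature throughout.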
TRb SRC2 PPI: TRbeta-SRC2 interaction inhibition. P10828. TRbeta-SRC2 peptide binding, fluorescence polarization; receptor liganded with 1 µM T3. Potency, µM (doses to about 106 µM), without a hit: top-dose activity change, negative = inhibition, hits mostly inhibitors. 0.065% of 280,000 active;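 note: potency is the fitted concentration of half-maximal effect; plate controls were bound peptide for no effect and peptide without receptor for full effect; nearly all actives have a fitted effect of over 50% in size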
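Decrease in fluorescence polarization of 20 nM Texas Red SRC2 coactivator peptide flagged inhibition of its binding to 0.6 uM TRb LBD; 1 uM T3 included, incubation 5 hr, ex 555/em 632 nm.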
Tau fibril FP: tau fibrillization inhibition (FP) | P10636 | K18 P301L tau heparin fibrillization, Alexa594 FP, 6 h | Potency, µM (titrated, usually from 57.7 µM), for inactives: at the top dose activity, negative = inhibition, usual class: inhibitors | 0.39% of 280,000 active; note: potency is the fitted concentration of half-maximal effect; % is set by controls: 0 for no effect and ±100 for the full control effect; nearly all actives have a fitted effect of over 55% in size
Target sequence (P10636 561-689 P618L limits assumed): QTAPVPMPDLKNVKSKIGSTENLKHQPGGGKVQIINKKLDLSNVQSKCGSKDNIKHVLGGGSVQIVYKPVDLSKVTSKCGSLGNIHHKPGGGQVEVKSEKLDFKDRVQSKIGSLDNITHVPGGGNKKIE
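Steps: dispense K18 P301L tau (15 uM plus 0.24 uM Alexa 594 tracer, final) in pH 7 sodium acetate; add compound; add heparin (20 uM final); incubate 6 hr, 37 C; add ThT (30 uM final); after 1 hr ambient, read FP.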
Epigenetic derep: regulators of epigenetic silencing causing reporter derepression in mouse cells; murine LDR cells, GFP reporter derepression, 30 h; 0.2% of 280,000 active; Potency, µM (top dose mostly 53.9 µM), for inactives: top-dose GFP activation, hits mostly activators; AID 1865; note: potency is the fitted concentration of half-maximal effect; % of control where 0% means no effect; nearly all actives have a fitted effect of over 60% in size
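GFP-positive cell count by laser-scanning cytometry (objects 20–120 um) after 30 h, 37 C compound exposure of murine LDR cells; reporter is CMV-GFP integrated at a silenced locus, inducible by HDAC or DNMT inhibitors.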
aGal spleen mod: inhibits or activates alpha-galactosidase in human spleen homogenate | Potency, µM (titrated, usually from 80 µM), for inactives: at the top dose activity change, negative = inhibition, most hits filed as inhibitors | P06280 | human spleen homogenate, 4MU-alpha-Gal fluorescence, 40 min | 0.008% of 240,000 active;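 note: potency is the fitted concentration of half-maximal effect; 0% = enzyme with vehicle and -100% = no enzyme basal signal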
Target sequence (P06280 32-429 limits assumed): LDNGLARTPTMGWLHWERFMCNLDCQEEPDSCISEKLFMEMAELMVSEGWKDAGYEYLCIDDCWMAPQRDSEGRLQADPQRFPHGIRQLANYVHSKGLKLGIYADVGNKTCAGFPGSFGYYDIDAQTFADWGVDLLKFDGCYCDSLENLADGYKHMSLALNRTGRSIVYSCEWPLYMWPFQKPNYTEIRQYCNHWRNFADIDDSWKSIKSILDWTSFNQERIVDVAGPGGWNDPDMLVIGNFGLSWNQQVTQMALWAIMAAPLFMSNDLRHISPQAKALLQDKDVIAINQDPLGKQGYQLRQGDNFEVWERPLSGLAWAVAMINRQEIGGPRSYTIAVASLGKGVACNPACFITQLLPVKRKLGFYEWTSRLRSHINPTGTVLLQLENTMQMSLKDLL
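qHTS titration in buffer at pH 5.0. Alpha-galactosidase activity in spleen homogenate was measured via 4-methylumbelliferone release from 1 mM fluorogenic substrate after 40 min at 37C and a pH 10 stop. AC50 came from Hill fits of control-normalized data.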
NPSR antag: antagonists of human neuropeptide S receptor cAMP signaling; Q6W5P4; CHO-NPSR cells, cAMP TR-FRET, antagonist mode; Potency, µM (top dose mostly 38.3 µM), for inactives: at the highest dose activity change, negative = inhibition, hits mostly inhibitors; 1% of 220,000 active; note: potency is the fitted concentration of half-maximal effect; % is set by controls: 0 for no effect and ±100 for the full control effect; nearly all actives have a fitted effect of over 50% in size; many of its hits are not listed in these tables
Target sequence (Q6W5P4 whole entry, looked up): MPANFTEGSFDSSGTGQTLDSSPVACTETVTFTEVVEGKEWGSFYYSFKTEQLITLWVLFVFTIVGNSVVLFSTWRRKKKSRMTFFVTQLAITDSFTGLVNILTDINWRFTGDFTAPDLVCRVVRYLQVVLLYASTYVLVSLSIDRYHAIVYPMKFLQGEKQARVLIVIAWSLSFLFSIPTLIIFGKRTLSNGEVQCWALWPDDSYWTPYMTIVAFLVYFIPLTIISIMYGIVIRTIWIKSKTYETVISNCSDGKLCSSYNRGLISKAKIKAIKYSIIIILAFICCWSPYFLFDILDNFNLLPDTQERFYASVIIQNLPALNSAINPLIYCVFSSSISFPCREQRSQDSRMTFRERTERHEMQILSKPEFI
Active calls of the source: *; ? = inconclusive; . = not tested or not shown; & = joins results of further samples; [ ] = another dose, or the depositor's remark. Unless noted, calls come from the whole dose curve; as a rule, active = well fitted curve in the direction sought with a large enough effect; inconclusive = small, poorly fitted or top-dose-only effect, or another doubt; inactive = no such curve, though single readings can be large; an effect the other way counts as inactive or inconclusive. Not all compounds are listed; rates above refer to the full screens.

The opening two compounds as a preview:
SMILES	Tau fluor counter	TR SRC2 fluor cs	CBFb RUNX1 block	TRb SRC2 PPI	Tau fibril FP	Epigenetic derep	aGal spleen mod	NPSR antag
CCOc1ccc(N2CC(c3nc4ccccc4n3CC(C)C)CC2=O)cc1 (stereo not given)	-2%	7%	.	3%	4%	-1.9%	.	.
COc1cccc(CNC(=O)Cn2ncc3c(=O)oc4ccccc4c32)c1	-23%	0%&0%	12%	-1%&-3%	-12%	4.1%&-1.1%	-16%	1%

This part in full, from the first entry:
SMILES	Tau fluor counter	TR SRC2 fluor cs	CBFb RUNX1 block	TRb SRC2 PPI	Tau fibril FP	Epigenetic derep	aGal spleen mod	NPSR antag
CCOc1ccc(N2CC(c3nc4ccccc4n3CC(C)C)CC2=O)cc1 (stereo not given)	-2%	7%	.	3%	4%	-1.9%	.	.
COc1cccc(CNC(=O)Cn2ncc3c(=O)oc4ccccc4c32)c1	-23%	0%&0%	12%	-1%&-3%	-12%	4.1%&-1.1%	-16%	1%
CCC(C)/C(C)=N/NC(=O)C1COc2ccccc2O1 (stereo not given)	10%	2%	0%	2%	6%	0.0%	-3%	13%
Cc1ccc(C(=O)Nc2cc3nn(-c4ccccc4)nc3cc2Cl)c(C)c1	-10%	-7%	.	-2%	-16%	2.2%	.	.
C[C@@]1(C(NC(=O)Cc2ccc(C(F)(F)F)cc2)c2ccc(-c3ccccc3)cc2)C[C@H]1C1CCCCC1 (stereo not given in full)	-4%	5%	5%	1%	?	2.0%	-3%	.
COc1ccc(N2CCN(S(=O)(=O)c3ccc(-n4cnnn4)c(C)c3)CC2)cc1	-14%	-2%	-14%	2%	-1%	-1.6%	-6%	1%
CCOP(=O)(OCC)c1nc(-c2ccc(F)cc2)oc1NCc1ccccc1	-5%	-8%	4%	-4%	5%	0.0%	6%	-43%
O=C(Nc1ccncc1)C1CCN(S(=O)(=O)c2cccs2)CC1	-4%	1%	1%	3%	-5%	6.4%	-8%	1%
COc1ccc(C(=O)C[n+]2cccc(C)c2C)cc1[N+](=O)[O-]	-7%	-1%	2%	-1%	-6%[2.34 µM]	5.8%	12%	1%
Cn1c(SCC(=O)Nc2nc3ccccc3s2)ncc(C(=O)Nc2ccc(F)cc2)c1=O	-5%	1%	.	-3%	-11%	2.0%	.	.
COc1cccc(NC(=O)C2CCCN(S(=O)(=O)c3cccc4nsnc34)C2)c1 (stereo not given)	?	2%	-7%	-12%	2%	1.3%	1%	-9%[46.1 µM]
Cc1c(C(=O)OCCOc2ccccc2)[nH]c2c1C(=O)CC(c1ccccc1)C2 (stereo not given)	-10%	1%	.	0%	-10%	2.7%	.	.
O=C(CSc1ccc2c(c1)OCCO2)Nc1ccc2c(c1)OCO2	-19%	-3%	1%	-8%	1%	-1.0%	0%	-7%[46.1 µM]
CCC(=O)Nc1ccc(S(=O)(=O)Nc2ccccn2)cc1	5%	2%	8%	-9%	1%	1.1%	-8%	10%
CN(C)S(=O)(=O)c1cccc(-c2cn3ccccc3n2)c1	-15%	1%	3%	-6%	-9%	2.0%	3%	-6%[46.1 µM]
COc1ccc(-c2nc3ccccc3s2)cc1NC(C)=O	-7%&-1%	-2%&1%	4%	2%&2%	-11%&-16%	-1.3%&-1.1%	-1%	-19%
Cc1onc(-c2ccccc2)c1C(=O)Nc1ccc(-c2nnc3n2CCCCC3)cc1	-5%	-3%	6%	1%	3%	-5.9%	3%	-16%[46.1 µM]
COc1cccc(N/C(SC)=C(/C#N)C(=O)NCc2cccs2)c1	-24%	0%	7%	3%	-1%	6.4%	0%	-18%
COC(=O)c1sccc1NC(=O)CSc1ccccc1NS(=O)(=O)c1cc(Cl)ccc1Cl	-30%	-2%	19%	-10%	2%	-0.9%	2%	0%[46.1 µM]
Cc1ccccc1NS(=O)(=O)c1cc(C(=O)N2CCc3ccccc3C2)ccc1C	-15%	-1%	-4%	-12%	-2%	0.0%	-10%	?

Some values from the results shown:
O=C(CSc1ccc2c(c1)OCCO2)Nc1ccc2c(c1)OCO2 – TRb SRC2 PPI = -8%
Cc1ccccc1NS(=O)(=O)c1cc(C(=O)N2CCc3ccccc3C2)ccc1C – Tau fluor counter = -15%

(listing goes on)
SMILES	Tau fluor counter	TR SRC2 fluor cs	CBFb RUNX1 block	TRb SRC2 PPI	Tau fibril FP	Epigenetic derep	aGal spleen mod	NPSR antag
CCOC(=O)c1c(NC(=O)Cn2cnc3scc(-c4ccc(C)cc4)c3c2=O)sc(C)c1C	-18%	0%	1%	3%	?	1.1%	3%	-14%[46.1 µM]
CNC(=O)C1CCC(Cn2c(=O)c3sccc3n(CC(=O)N3CCCCC3C)c2=O)CC1 (stereo not given)	-8%	0%	.	4%	-2%	0.0%	.	.
COc1ccc(CN2C(=O)C(NC(=O)c3ccccc3C)(C(F)(F)F)N=C2c2ccccc2)cc1 (stereo not given)	-26%	-2%	.	2%	-6%	0.8%	.	.
O=C(OCn1ncc(Cl)c(Cl)c1=O)c1cccc(C(F)(F)F)c1	-3%	-5%	-2%	12%	6%	-2.2%	1%	?
COc1ccc(-c2nc3n(n2)C(c2ccccc2)C2=C(CCCC2=O)N3)cc1OC (stereo not given)	-2%	0%	-2%	-7%	-2%	0.0%	21%	-14%[46.1 µM]
COc1ccc(/C=N/NC(=O)c2snnc2C)c(OC)c1OC	2%	-1%	-1%	4%	-3%	-3.5%	3%	4%
Cc1oc2ccc(OC(=O)c3cccs3)cc2c1C(=O)OC(C)C	-26%	2%	?	3%	?	3.3%	6%	-35%
O=C1NCCN(Cc2ccc(F)cc2)C1CC(=O)N1CC=C(c2ccccc2)CC1 (stereo not given)	-19%	1%	1%	-5%	0%	1.8%	7%	10%
O=C(Nc1ccccc1OC(F)F)C1CCCN1C(=O)c1cccs1 (stereo not given)	3%	-1%	-3%	0%	1%	0.0%	-11%	10%
Oc1c(C(c2ccc(Cl)cc2)N2CCOCC2)sc2nc(-c3ccco3)nn12 (stereo not given)	1%	2%	.	-4%	-4%	?	.	.
CCOC(=O)c1cn(Cc2cccc(Cl)c2)nn1	5%	1%	0%	-1%	-3%	-1.6%	-6%	-1%
CCOC(=O)C1=C(C)N(c2ccccc2)C(=O)/C1=C\c1ccco1	-13%	-3%	-1%	-5%	?	17%	-5%	-34%
CCC(=O)Nc1nnc(SCC(=O)Nc2ccc(F)cc2)s1	6%	-4%	0%	0%	2%	-1.0%	5%	0%[46.1 µM]
CC1(C)Cc2c(sc3nc(SCC(=O)N4CCOCC4)nc(N)c23)CO1	-2%	-2%	8%	1%	-6%	0.0%	5%	1%[46.1 µM]
Cc1ccc(NC(=O)CSCc2c(C)noc2C)cc1C	-14%	-3%	2%	-3%	-14%	-12%	12%	7%[46.1 µM]
NS(=O)(=O)c1cc([C@@]2(O)NC(=O)c3ccccc32)ccc1Cl	.	-1%[53 µM]	3%[21.7 µM]	2%[53 µM]	.	0.3%[16.9 µM]	-28%[29.1 µM]	.
COC(=O)c1scc(S(=O)(=O)C(C)C)c1N/N=C(\C#N)C(=O)c1ccc(Cl)cc1	-6%	-7%	-20%	5%	7%	-0.3%	3%	25%[7.67 µM]
CCN(CC)CC#CC(C)OCOCC#CCOC (stereo not given)	4%	-5%	-11%	-2%	1%	0.0%	-6%	6%[46.1 µM]
CCCc1ccc(OCC(O)CN2CCN(c3ccccc3)CC2)cc1 (stereo not given)	-17%	0%	4%	8%	10%	-3.9%	-4%	-15%[46.1 µM]
CCN(CC)CCN(C(=O)c1ccco1)c1nc2ccc(Br)cc2s1	-10%	4%	.	-3%	-9%	-1.2%	.	.
Cc1c(O)ccc2c3c(c(=O)oc12)CCC(C)C3 (stereo not given)	-14%	0%	0%	2%	7%	0.0%	?	18%[46.1 µM]
Cc1ccc(Cn2ccc(NC(=O)c3cc(-c4ccc(Br)cc4)on3)n2)cc1	-7%	-4%	4%	-11%	-13%	-0.9%	-2%	-15%[46.1 µM]
C=CCc1cccc2cc(C(=O)NCc3ccc(C(=O)OCC)o3)c(=O)oc12	-7%	-4%	-4%	1%	5%	0.0%	0%	-3%[46.1 µM]
Fc1ccccc1-n1ncc2c1ncn1nc(COc3ccc(Cl)cc3)nc21	2%	4%	.	-5%	?	5.6%	.	.
CC(C)N(Cc1ccccc1)C(=O)Cn1ncc2c3ccccc3n(Cc3ccccc3)c2c1=O	-3%	0%	.	-4%	-3%	-1.2%	.	.
Clc1ccc(-c2ccnc(Oc3cc(Cl)ccc3Cl)n2)cc1	-5%	0%	6%	8%	-6%	-1.1%	-2%	-8%[46.1 µM]

Only Tau fluor counter and Epigenetic derep, for some of the entries so far:
SMILES	Tau fluor counter	Epigenetic derep
O=C(Nc1ccccc1OC(F)F)C1CCCN1C(=O)c1cccs1 (stereo not given)	3%	0.0%
Oc1c(C(c2ccc(Cl)cc2)N2CCOCC2)sc2nc(-c3ccco3)nn12 (stereo not given)	1%	?
CCOC(=O)c1cn(Cc2cccc(Cl)c2)nn1	5%	-1.6%
CCOC(=O)C1=C(C)N(c2ccccc2)C(=O)/C1=C\c1ccco1	-13%	17%
CCC(=O)Nc1nnc(SCC(=O)Nc2ccc(F)cc2)s1	6%	-1.0%
CC1(C)Cc2c(sc3nc(SCC(=O)N4CCOCC4)nc(N)c23)CO1	-2%	0.0%
Cc1ccc(NC(=O)CSCc2c(C)noc2C)cc1C	-14%	-12%
